# Screening results: PubChem, Broad Institute
# PglD DTNB = blocks C. jejuni PglD acetyltransferase activity; purified PglD enzyme, DTNB colorimetric CoA detection; inhibition, % at 12.5 µM; 360,000 compounds, 0.098% hits; AID 602405; in the data active = inhibition above about 16%, passing the limit was not always enough; inconclusive = no clear call, values can overlap the other calls; note: strong numbers were not always called active
# RAD54 branch = blocks human RAD54 Holliday junction branch migration. FAM/BHQ fluorescence. inhibition, % at 10.4 µM. 360,000 compounds, 0.14% hits;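 active = mean normalized replicate activity at least 40 and at least half of replicates scoring 40 or more; inconclusive = only one of the two criteria met; inactive = mean below 40 and under half of replicates reaching 40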;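 note: 0% = median of neutral control wells and 100% = median of positive control wells; inhibitors cause a drop in the FAM fluorescence signal; in these data hits start at about 50%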
# ERAP1 HTS inh = blocks human ERAP1 aminopeptidase activity | Q9NZ08 | recombinant ERAP1, Leu-AMC fluorescence, 60 min | inhibition, % at 10.7 µM | 340,000 compounds, 0.15% hits | AID 652197;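 active = mean replicate inhibition of at least 30%, or all replicates individually reaching that 30% level; inactive = mean below 30% and not every replicate reaching it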;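 note: 0% = neutral control wells and 100% = L-leucinethiol positive control wells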
# Cneo AK release = causes C. neoformans cell lysis | lysis activity, % at 15 µM | adenylate kinase release luminescence, 4 h; normalised: neutral wells 0, clomiphene wells 100 | 360,000 compounds, 0.2% hits;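 active = mean lysis activity across replicates of at least 80%, whatever share of replicates individually reach that level; inactive = mean lysis activity below 80%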
#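 Assay system: C. neoformans cells. Amount: yeast cell density of 5 × 10^6 cells/mL. Technique: AK luminescence. Buffer or medium: YPD. Times: static 4 h at 37 °C with compound, 1 h detection. Dosing: single-point compound dose. Read-out: lysis from increased AK signal.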
# miR122 inh = miR-122 inhibition in Huh7 cells | Huh7 miR-122 Renilla luciferase sensor, 48 h; neutral wells = 0, positive control = 100 | activation (reporter increase), % at 12.5 µM | 340,000 compounds, 0.3% hits | AID 602342;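 active = mean replicate activation score at least 90 and every replicate individually at or above 90; inconclusive = only one of the two criteria met; inactive = neither criterion met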;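 note: higher luciferase means less miR-122 activity so hits act as miR-122 inhibitors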
# PGC1a acetyl inh = PGC1a acetylation modulation, inhibitor mode | inhibition, % at 15.6 µM | 350,000 compounds, 0.17% hits | U2OS PGC1a acetylation, AlphaScreen anti-acetyl-lysine; with virally co-expressed GCN5 acetyltransferase | AID 651687;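 active = every replicate shows inhibition of at least 40%; inconclusive = mean inhibition at least 40% but some replicate below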;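 note: 0% = neutral control wells and 100% = positive control wells; some results beyond the cut were filed as inactive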
# E-selectin induc = E-selectin induction on HUVECs | AID 686992 | 260,000 compounds, 0.37% hits | HUVEC E-selectin immunofluorescence imaging; normalized: neutral wells 0, TNF-alpha wells 100 | activation, % at 7.58 µM;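 active = mean E-selectin-positive cell signal at least 10% of the positive control, reached in at least 60% of replicates, without over 20% cell loss; inconclusive = no rule given, readout overlaps actives, possibly toxicity-flagged; inactive = the rest, including those meeting only one limit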;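 note: in these data hits start at about 27%; measured in HUVEC primary endothelial cells; signal is the percent of cells scored E-selectin positive by PE staining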
# Target sequence (P16581 whole entry, looked up): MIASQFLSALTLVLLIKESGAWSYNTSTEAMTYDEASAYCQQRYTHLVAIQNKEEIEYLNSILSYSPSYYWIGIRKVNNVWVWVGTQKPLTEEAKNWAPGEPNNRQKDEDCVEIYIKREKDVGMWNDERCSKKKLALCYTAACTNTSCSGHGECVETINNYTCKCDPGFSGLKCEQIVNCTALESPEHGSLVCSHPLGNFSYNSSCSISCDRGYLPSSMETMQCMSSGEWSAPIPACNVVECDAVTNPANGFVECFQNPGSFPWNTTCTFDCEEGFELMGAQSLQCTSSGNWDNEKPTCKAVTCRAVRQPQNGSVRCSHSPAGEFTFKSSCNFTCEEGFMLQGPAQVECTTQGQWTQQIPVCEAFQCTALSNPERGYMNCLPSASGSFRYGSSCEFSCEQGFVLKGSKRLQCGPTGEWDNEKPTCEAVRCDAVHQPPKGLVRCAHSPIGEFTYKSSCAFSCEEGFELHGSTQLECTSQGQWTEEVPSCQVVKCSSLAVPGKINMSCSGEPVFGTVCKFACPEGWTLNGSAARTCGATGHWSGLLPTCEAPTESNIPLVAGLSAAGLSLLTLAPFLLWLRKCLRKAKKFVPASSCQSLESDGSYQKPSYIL
#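 Test system: HUVEC; input: 3,000 HUVEC/well; measured by: immunofluorescence imaging; read-out: % PE-positive cells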
# RAD52 inh = blocks human RAD52 DNA annealing | recombinant RAD52 DNA annealing, FRET fluorescence | inhibition, % at 18.7 µM | 360,000 compounds, 0.46% hits | AID 651710;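 active = every replicate showing at least 50% inhibition; inconclusive = mean inhibition at least 50% but not in every replicate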
# Target sequence (P43351 whole entry, looked up): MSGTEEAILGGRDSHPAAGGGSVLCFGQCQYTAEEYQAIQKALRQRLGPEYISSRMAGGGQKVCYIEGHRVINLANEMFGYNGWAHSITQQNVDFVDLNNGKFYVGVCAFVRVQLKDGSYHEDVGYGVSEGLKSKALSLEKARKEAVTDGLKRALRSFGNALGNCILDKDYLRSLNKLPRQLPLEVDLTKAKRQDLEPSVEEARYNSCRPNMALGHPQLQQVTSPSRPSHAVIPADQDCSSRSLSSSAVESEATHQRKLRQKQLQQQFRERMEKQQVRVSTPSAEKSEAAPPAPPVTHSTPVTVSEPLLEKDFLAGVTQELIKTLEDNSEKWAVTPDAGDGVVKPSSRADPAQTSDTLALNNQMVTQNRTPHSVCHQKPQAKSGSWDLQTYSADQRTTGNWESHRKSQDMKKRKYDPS
# An asterisk follows results filed as active; u = inconclusive; x = not tested or not shown; [ ] = another dose, or the depositor's remark.
# Results follow in this order: PglD DTNB, RAD54 branch, ERAP1 HTS inh, Cneo AK release, miR122 inh, PGC1a acetyl inh, E-selectin induc, RAD52 inh
1	COc1ccc(NC(=O)N(C)C[C@@H]2Oc3ccc(NC(=O)c4ccncc4)cc3CC(=O)N([C@@H](C)CO)C[C@@H]2C)cc1
  -2.0, -0.1, -2.3, -4.2, -6.1[16.7 µM], 1.5, 81.3*, -7.1
2	COc1ccc(C(C)(C)C)cc1NC(=O)C1CC=CCC1C(=O)O (stereo not drawn)
  -2.3, -18.1, x, -2.2, 5.5, -1.3, x, x
3	NS(=O)(=O)c1ccc(CCNC(=O)COC(=O)C2CCC2)cc1
  1.6, -4.9, 1.7, 0.8, -4.9, x, 0.7, -13.8
4	CN1c2ccc([N+](=O)[O-])cc2N(C)C1(C)c1ccccc1 (stereo not drawn)
  2.4, -9.2, 1.4, -1.4, -1.9, -5.4, -0.3, -25.2
5	O=C(Nc1ccc2c(c1)CN(C(=O)Nc1ccc(F)cc1)CC2)c1ccccn1
  -4.0, 8.5, 1.5, -1.3, 9.7, 3.0, x, -251.1
6	O=C(NC1CCCCC1)c1cc(C(=O)c2ccccc2Br)c[nH]1
  -5.4, -2.6, -3.8, 2.3, -25.8, 13.8, x, -12.1
7	CCCCCCNC(=O)Cc1ccc(Br)cc1
  5.0, -7.3, -7.1, 0.3, -6.0, -5.5, x, 7.0
8	Cc1ccc2cc(C3CC(c4ccco4)=NN3S(=O)(=O)c3ccccc3)c(Cl)nc2c1 (stereo not drawn)
  -1.5, 3.2, -8.9, 3.3, x, x, 0.0, -36.4
9	COc1ccc(/C=N/NS(=O)(=O)c2ccc(F)cc2)cc1COc1cc(F)ccc1[N+](=O)[O-]
  x, x, 8.5, x, -0.8, -22.6, x, -21.3
10	CCOC(=O)N1CCN(C(=O)Cc2ccc(C)cc2)CC1
  2.8, -4.1, x, -2.1, 0.3, 11.2, x, x
11	O=C1N[C@H](Cc2ccccc2)COCc2cn(nn2)CC[C@H]1Cc1ccccc1
  x, x, 1.0, 0.3, x, x, 0.1, -5.5
12	Cc1cc(OCc2cc(C(=O)NC(C)c3cnn(C)c3)no2)cc(C)c1Cl (stereo not drawn)
  10.2, -5.0, 4.9, -4.5, 9.3, x, -0.1, -7.4
13	COCC(=O)Nc1ccc2c(c1)[C@H]1C[C@@H](CC(=O)NCc3cccc(F)c3)O[C@@H](CO)[C@H]1O2
  -0.2, 12.2, 0.4, -4.0, -4.7[16.7 µM], 9.3, -0.5, -16.2
14	CC1(C)C(=O)NCCN1C(=O)CSc1nccc(-c2ccc(Br)cc2)n1
  1.6, -3.9, x, -0.7, 5.1, 14.3, x, x
15	COc1cccc(NC(=O)C2CCCN(c3ncnc4c3nc3n4CCCCC3)C2)c1 (stereo not drawn)
  -3.9, 10.0, -1.1, -3.0, 12.5, -16.3, x, -13.6
16	Cc1noc(C)c1S(=O)(=O)Nc1ccc2c(c1)C(=O)N([C@@H](C)CO)C[C@@H](C)[C@H](CN(C)Cc1ccc(C(F)(F)F)cc1)OCCCC[C@H](C)O2
  1.2, -5.2, 3.6, 7.2, -18.8[16.7 µM], 29.1, 0.0, -93.3
17	CCOC(=O)CSc1nnc(NC(=O)c2cccc(S(=O)(=O)N3CCCCC3)c2)s1
  3.8, -15.3, x, 7.4, -1.4, -0.7, x, x
18	N#CCc1nc(CSc2nc3ccccc3s2)cs1
  1.8, -13.1, -3.2, -0.6, -1.7, -2.5, x, -5.2
19	COc1ccc(NC(=O)Nc2ccc3c(c2)CC(=O)N([C@H](C)CO)C[C@@H](C)[C@H](CN(C)S(=O)(=O)c2ccccc2)O3)cc1
  x, x, 2.0, x, -0.1[16.7 µM], -6.5, 0.2, 15.3
20	COc1ccc(CN(C)C[C@H]2Oc3ccc(NC(=O)Cc4ccccc4)cc3CC(=O)N([C@@H](C)CO)C[C@@H]2C)cc1
  9.8, -2.7, 3.6, 0.7, 5.5[16.7 µM], -2.8, -0.3, 13.6
21	CC1(C)c2[nH]c3ccccc3c2C[C@H]2C(=O)N(Cc3cccc(F)c3)C(=O)N21
  0.1, 9.5, 2.7, -1.2, x, x, 0.0, -15.2
22	CCCCCNC(=O)Cc1cc(=O)[nH]c(=O)[nH]1
  -2.1, 2.5, 1.8, 2.3, -3.8, 0.8, -0.1, -12.8
23	Cc1noc(C)c1COc1cccc(C(=O)NC(C)(C)C)c1
  x, x, 5.0, x, x, -0.3, 7.4, -11.8
24	CN(CC(=O)Nc1ccc(N2CCOCC2)cc1)C(=O)C1CCCC1
  -4.1, -0.1, -0.7, 0.5, -3.6, 3.8, x, -1.7
25	O=C1NCCN(CC2CCN(CCc3ccc(Cl)c(Cl)c3)CC2)C1=O
  -2.3, -12.6, -2.1, 2.1, -2.1, 5.2, x, -27.5
26	CCC(CO)Oc1cc(NC(=O)c2cccc3ccccc23)c2ncn(C(C)C)c2c1 (stereo not drawn)
  3.3, -10.7, -0.1, -2.4, -3.2, -5.1, 0.5, 1.1
27	O=C(OCCN1C(=O)c2ccccc2C1=O)c1cc2ccccc2o1
  0.7, 1.1, 7.4, 0.1, -0.6, 2.3, x, -2.5
28	CN1C(=O)c2cc(NC(=O)c3cccc(F)c3)ccc2OC[C@@H]2O[C@H](CC(=O)NCc3ccccc3Cl)CC[C@H]21
  0.7, 13.2, -2.3, -3.4, 48.9[16.7 µM], 5.0, 0.0, 3.5
29	O=C(C[C@H]1CC[C@H]2[C@@H](COC[C@H](O)CN2C(=O)Nc2ccc(F)cc2)O1)NCCc1ccccc1
  -3.1, 4.6, -1.8, 0.1, -6.2[16.7 µM], -1.3, 0.3, -2.5
30	Cc1cccc(NC(=O)/C(C#N)=C/c2ccc(Cl)cc2)n1
  -2.7, 0.6, 1.5, 2.2, 4.4, 9.9, 0.5, -24.5
31	CC(C)C[C@H](NC(=O)OC(C)(C)C)c1nnc(SCc2cccc(F)c2)o1
  2.6, -8.6, x, -0.4, 1.1, -40.0, 3.2, x
32	COc1ccc(OCCNC(=O)/C=C/c2ccc([N+](=O)[O-])cc2)cc1
  1.8, -2.3, 0.3, 2.4, 4.8, -2.5, x, -11.5
33	CC1Cc2ccccc2N1S(=O)(=O)c1cccc(C(=O)NNC(=O)c2ccccc2F)c1 (stereo not drawn)
  2.8, 10.9, 2.6, -1.2, 2.7, 4.2, x, -20.3
34	COC(=O)c1sc2nc(-c3ccccc3)c3c(c2c1N)CCCC3
  5.9, -2.0, x, 0.2, 6.0, 0.7, 0.3, x
35	O=C1[C@H]2[C@@H](c3ccc(F)cc3)N3C(=O)N(c4cccc(Br)c4)C(=O)[C@@]3(Cc3ccccc3)[C@H]2C(=O)N1C1CCCCC1
  -6.3, 3.2, x, -1.8, 5.7, -16.0, -0.3, -3.1
36	Cc1ccc2oc(C(=O)NCCC3CCCCO3)c(C)c2c1 (stereo not drawn)
  1.3, -5.4, 0.8, -0.2, -2.8, -0.8, 1.0, -10.2
37	Cn1c(SCc2n[nH]c(=S)n2-c2ccccc2)nnc1-c1ccccc1
  3.3, 0.5, 5.8, 2.6, 4.2, -7.9, x, -5.8
38	CC(C)N1CCC(N2CCN(Cc3ccc(-c4ccc(Cl)cc4)o3)CC2CCO)CC1 (stereo not drawn)
  -4.9, 2.0, 10.8, -0.3, -1.3, -4.7, x, 7.1
39	CC(Oc1ccc2c(c1)oc(=O)c1ccccc12)C(=O)NCC1CCC(C(=O)O)CC1 (stereo not drawn)
  2.3, -0.4, -9.1, 1.2, -2.5, 3.2, x, 1.7
40	CCn1c(COc2ccc(=O)n(-c3ccccc3)n2)nnc1SCc1ccc(C)cc1
  -0.7, -2.1, x, -2.4, -18.7, u, x, x
41	COc1ccc(N2CC(NC(=O)N(C)CCC#N)CC2=O)cc1 (stereo not drawn)
  x, x, -7.9, x, 1.0, 2.2, x, -15.9
42	O=[N+]([O-])c1ccc(C(O)CN2CCN(Cc3ccccc3)CC2)cc1 (stereo not drawn)
  3.9, 8.8, -4.1, -2.5, -3.3, -3.7, 0.0, -8.6
43	CCC(=O)Nc1ccc2c(c1)C(=O)N(C)C[C@H](OC)[C@H](C)CN(C(=O)CC1CC1)[C@H](C)CO2
  0.9, -8.5, -0.8, 2.0, -0.6[16.7 µM], -11.1, 0.0, -4.9
44	CCCC(=O)Nc1ccc2c(c1)OC[C@H](C)N(CC1CCOCC1)C[C@@H](C)[C@H](OC)CN(C)C2=O
  -0.5, -6.9, -5.1, -5.8, x, -10.9, -0.2, 1.0
45	C[C@@H]1CCCCO[C@@H](CN(C)C)[C@H](C)CN([C@@H](C)CO)C(=O)c2cc(NS(=O)(=O)c3ccccc3)ccc2O1
  -1.5, 2.1, -2.7, -0.4, 10.4[16.7 µM], 7.3, 0.3, -12.7
46	CCCn1c(SCC(=O)Nc2c(C)cccc2C)nnc1C(C)C
  1.0, -10.6, x, -0.7, 0.1, -1.2, x, x
47	CC(=O)c1c(C)[nH]c(C(=O)N2CCc3ccccc32)c1C
  -18.6, 16.9, x, -0.8, 7.1, -15.2, x, x
48	CCOC(=O)Cn1c(=O)oc2cc(S(=O)(=O)N3CCCc4ccccc43)ccc21
  2.0, 0.4, 5.1, -5.8, -0.6, -39.6, u, -11.5

# An excerpt from above in order of molecular weight, smallest number first:
# Results follow in this order: PglD DTNB, RAD54 branch, ERAP1 HTS inh, Cneo AK release, miR122 inh, PGC1a acetyl inh, E-selectin induc, RAD52 inh
47	CC(=O)c1c(C)[nH]c(C(=O)N2CCc3ccccc32)c1C
  -18.6, 16.9, x, -0.8, 7.1, -15.2, x, x
36	Cc1ccc2oc(C(=O)NCCC3CCCCO3)c(C)c2c1 (stereo not drawn)
  1.3, -5.4, 0.8, -0.2, -2.8, -0.8, 1.0, -10.2
41	COc1ccc(N2CC(NC(=O)N(C)CCC#N)CC2=O)cc1 (stereo not drawn)
  x, x, -7.9, x, 1.0, 2.2, x, -15.9
42	O=[N+]([O-])c1ccc(C(O)CN2CCN(Cc3ccccc3)CC2)cc1 (stereo not drawn)
  3.9, 8.8, -4.1, -2.5, -3.3, -3.7, 0.0, -8.6
48	CCOC(=O)Cn1c(=O)oc2cc(S(=O)(=O)N3CCCc4ccccc43)ccc21
  2.0, 0.4, 5.1, -5.8, -0.6, -39.6, u, -11.5
39	CC(Oc1ccc2c(c1)oc(=O)c1ccccc12)C(=O)NCC1CCC(C(=O)O)CC1 (stereo not drawn)
  2.3, -0.4, -9.1, 1.2, -2.5, 3.2, x, 1.7
40	CCn1c(COc2ccc(=O)n(-c3ccccc3)n2)nnc1SCc1ccc(C)cc1
  -0.7, -2.1, x, -2.4, -18.7, u, x, x
38	CC(C)N1CCC(N2CCN(Cc3ccc(-c4ccc(Cl)cc4)o3)CC2CCO)CC1 (stereo not drawn)
  -4.9, 2.0, 10.8, -0.3, -1.3, -4.7, x, 7.1
43	CCC(=O)Nc1ccc2c(c1)C(=O)N(C)C[C@H](OC)[C@H](C)CN(C(=O)CC1CC1)[C@H](C)CO2
  0.9, -8.5, -0.8, 2.0, -0.6[16.7 µM], -11.1, 0.0, -4.9
44	CCCC(=O)Nc1ccc2c(c1)OC[C@H](C)N(CC1CCOCC1)C[C@@H](C)[C@H](OC)CN(C)C2=O
  -0.5, -6.9, -5.1, -5.8, x, -10.9, -0.2, 1.0
45	C[C@@H]1CCCCO[C@@H](CN(C)C)[C@H](C)CN([C@@H](C)CO)C(=O)c2cc(NS(=O)(=O)c3ccccc3)ccc2O1
  -1.5, 2.1, -2.7, -0.4, 10.4[16.7 µM], 7.3, 0.3, -12.7

# Compounds were not picked by outcome, and some 1.4% of all compounds hit somewhere here.
